Tau fibril FP: inhibitors of human tau fibril formation; Potency, µM (highest dose often 57.7 µM), for inactives: top-dose activity, negative = inhibition, most hits filed as inhibitors; K18 P301L tau heparin fibrillization, Alexa594 FP, 6 h; P10636; 280,000 tested, 0.39% active; further: on the % scale 0 is the no-effect control and ±100 the full control effect; nearly all actives have a fitted effect of over 55% in size
Target sequence (P10636 561-689 P618L limits assumed): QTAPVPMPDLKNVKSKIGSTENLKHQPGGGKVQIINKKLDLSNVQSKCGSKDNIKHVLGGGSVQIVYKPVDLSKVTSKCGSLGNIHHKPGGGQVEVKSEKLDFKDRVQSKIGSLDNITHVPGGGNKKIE
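Heparin (20 uM) drove fibril formation of recombinant tau K18 P301L, 15 uM unlabeled with 0.24 uM Alexa 594 label, for 6 hr at 37 C in 100 mM sodium acetate pH 7. Fluorescence polarization (555/632 nm) read 1 hr after 30 uM ThT.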
HTT cytoprotect: protects HTT-Q103 PC12 cells, measured by ATP; PC12 HTT-Q103 induced, cytoprotection, ATP luminescence, 40 h; Potency, µM (doses to about 56.4 µM), for the others: cytoprotection (ATP increase), usual class: activators; 230,000 tested, 0.14% active; AID 1471;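 further: % of control where 0% means no effect; nearly all actives have a fitted effect of over 45% in size; toxic huntingtin expression switched on by the ecdysone agonist tebufenozide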
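Cells were plated at 1500 per well in phenol red-free DMEM with 5% equine and 5% calf serum. Tebufenozide (100 nM final) and compounds were added, then ATPlite reagent, and luminescence was read.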
Tau fibril ThT: blocks human tau fibril formation measured by thioflavin T | P10636 | recombinant tau K18 P301L, heparin-induced fibrillization, ThT fluorescence | Potency, µM (top dose mostly 57.4 µM), without a hit: at the highest dose activity, negative = inhibition, hits mostly inhibitors | 270,000 tested, 2.1% active; further: on the % scale 0 is the no-effect control and ±100 the full control effect; nearly all actives have a fitted effect of over 55% in size
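Fibril formation assay: tau K18 P301L at 15 uM with trace Alexa 594 label, heparin inducer 20 uM, pH 7 sodium acetate buffer, 37 C for 6 hr; endpoint ThT signal.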
KDM4E inh: inhibitors of human JMJD2E histone demethylase | 230,000 tested, 1.6% active | AID 2147 | JMJD2E catalytic domain, FDH-coupled NADH fluorescence (FDH is formaldehyde dehydrogenase) | Potency, µM (titrated, usually from 57.1 µM), for inactives: top-dose activity change, negative = inhibition, actives largely listed as inhibitors; active means well fitted inhibition curve with a large enough effect, not every such curve was filed as active; inconclusive means small, poorly fitted or top-dose-only effect, or another doubt; inactive means no such curve, though single readings can be large or run the other way;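 further: 0% = wells with enzyme and -100% = buffer wells without enzyme; nearly all actives have a fitted effect of over 50% in size; many of its hits are not listed in these tables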
Target sequence (B2RXH2 1-337 limits assumed): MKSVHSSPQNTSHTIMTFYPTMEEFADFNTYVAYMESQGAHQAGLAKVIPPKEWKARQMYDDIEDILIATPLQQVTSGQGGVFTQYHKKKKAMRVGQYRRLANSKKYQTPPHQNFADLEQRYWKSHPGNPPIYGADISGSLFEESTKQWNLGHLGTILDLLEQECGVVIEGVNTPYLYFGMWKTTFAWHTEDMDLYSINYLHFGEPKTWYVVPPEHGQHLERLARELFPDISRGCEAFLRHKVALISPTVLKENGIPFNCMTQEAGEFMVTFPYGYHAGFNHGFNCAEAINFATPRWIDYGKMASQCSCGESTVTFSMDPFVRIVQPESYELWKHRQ
ALDH1A1 block: ALDH1A1 (human) enzyme inhibition | P00352 | Purified ALDH1A1, NADH fluorescence, propionaldehyde substrate | Potency, µM (top dose mostly 75.3 µM), without a hit: at the highest dose activity, negative = inhibition, usual class: inhibitors | 220,000 tested, 7.3% active | AID 1030; active means well fitted inhibition curve with a large enough effect, not every such curve was filed as active; inconclusive means small, poorly fitted or top-dose-only effect, or another doubt; inactive means no such curve, though single readings can be large or run the other way;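 further: plate controls were no enzyme wells and a reference inhibitor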
Target sequence (P00352 whole entry, looked up): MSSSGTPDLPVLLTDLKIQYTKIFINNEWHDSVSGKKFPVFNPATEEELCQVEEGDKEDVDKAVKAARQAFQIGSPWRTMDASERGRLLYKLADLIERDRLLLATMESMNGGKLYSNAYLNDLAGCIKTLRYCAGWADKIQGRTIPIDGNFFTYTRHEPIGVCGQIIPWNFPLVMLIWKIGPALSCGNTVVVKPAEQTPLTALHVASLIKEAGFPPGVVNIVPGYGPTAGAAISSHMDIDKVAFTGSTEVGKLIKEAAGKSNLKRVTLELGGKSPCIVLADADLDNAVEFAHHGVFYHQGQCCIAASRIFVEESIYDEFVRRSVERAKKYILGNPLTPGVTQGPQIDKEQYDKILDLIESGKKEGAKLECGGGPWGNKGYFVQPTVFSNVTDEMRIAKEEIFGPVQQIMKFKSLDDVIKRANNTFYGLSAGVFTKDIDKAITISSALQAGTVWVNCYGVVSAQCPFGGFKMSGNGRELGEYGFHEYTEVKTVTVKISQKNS
Tau fluor counter: counter-screen for tau fibril formation inhibitors | Potency, µM (top dose mostly 57.7 µM), for inactives: top-dose activity change, negative = decrease | AID 1463 | tau K18 P301L (four-repeat tau fragment) Alexa594 fluorescence, heparin fibrillization | 280,000 tested, 0.93% active; further: on the % scale 0 is the no-effect control and ±100 the full control effect; nearly all actives have a fitted effect of over 55% in size
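Human K18 P301L tau (15 uM unlabeled plus 0.24 uM Alexa 594-labeled, final) in 100 mM sodium acetate pH 7 was mixed with compound and 20 uM heparin and incubated 6 hr at 37 C.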
SMN2 splice up: enhancers of SMN2 splice variant expression; HEK293 SMN2-luciferase splicing reporter, luminescence, 30-36 h; Potency, µM (top dose mostly 46.1 µM), for inactives: top-dose activity change, positive = activation, most hits filed as activators; 210,000 tested, 2.8% active; AID 1458; further: % of control where 0% means no effect; nearly all actives have a fitted effect of over 55% in size
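HEK293 cells carry an SMN2 minigene-luciferase reporter in which exon 7 inclusion puts luciferase in frame. Cells were seeded at 2000 cells/well, attached for 10-12 hours, then exposed to compounds for 30-36 hours at 37C before ONE-Glo luminescence.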
HTT aggregate: mutant huntingtin aggregation inhibition. Potency, µM (doses to about 46.1 µM), for the others: at the top dose activity change, negative = inhibition, most hits filed as inhibitors. 220,000 tested, 1.1% active. PC12 HttQ103-GFP aggregates, Acumen cytometry, 40 h; further: on the % scale 0 is the no-effect control and ±100 the full control effect; nearly all actives have a fitted effect of over 60% in size
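Ecdysone-promoter PC12 model expressing HTT exon 1 Q103 fused to GFP, induced by tebufenozide at 100 nM final. Compounds titrated; aggregates sized 1–25 µm scored on a 488 nm laser cytometer.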
The depositor's hits bear a star; ? = inconclusive; · = not tested or not shown; & = joins results of further samples; ! = not confirmed by another sample; [ ] = dose if it differs, or a comment. Unless noted, the call rests on the fitted dose curve; in most records, active means well fitted curve in the direction sought with a large enough effect; inconclusive means small, poorly fitted or top-dose-only effect, or another doubt; inactive means no such curve, though single readings can be large; an effect the other way counts as inactive or inconclusive. Potency means the concentration at half of the fitted maximal effect.

Every second line gives: SMN2 splice up	HTT aggregate	Tau fluor counter	Tau fibril ThT	Tau fibril FP	HTT cytoprotect	KDM4E inh	ALDH1A1 block
- CC[C@@H](C)CN1C(=O)N[C@@H](c2ccccc2)C(C(=O)OC)=C1C
  1%[9.22 µM]	·	-5%[11.6 µM]	1%[11.5 µM]	0%[11.6 µM]	6%[10 µM]	8%[11.4 µM]	11%[13.5 µM]
- O=C(Cn1c(=O)n(Cc2ccco2)c(=O)c2c3c(sc21)CCCCC3)Nc1ccccc1
  -4%	?	-12%	?	?	3%	?	7.1µM*
- Cc1ccc(NC(=O)N2CCN(C/C=C/c3ccccc3)CC2)cc1
  -16%	-3%	-8%	-5%	1%	-5%	4%	-7%
- O=C(CCl)Nc1ccc(N2CCCCCC2)cc1
  -80%[inhibitor]	·	?	?	0%	·	-14%	2.2µM*
- O=C(O)CCCC(=O)N1CCN(C(c2ccccc2)c2ccccc2)CC1
  12%	-17%	3%	1%	-1%	-14%[10 µM]	11%	-9%
- Cc1c(CCOC(=O)c2ccccc2)sc[n+]1Cc1ccccc1
  -5%	10%	-1%	0%	-9%	-16%[10 µM]	3%	7%
- C=CCNC(=S)NNC(=O)C(CCCC)CC(C)(C)O (stereo not given)
  -14%	-13%	3%	2%	-2%	-31%[10 µM]	-2%	?
- COc1cccc(OCC(=O)O/N=C(\N)c2ccc(OC)c(OC)c2)c1
  -2%	4%	-23%	?	-12%	-1%[10 µM]	-2%	-2%
- N#CC1(Nc2ccccc2)C(=O)Nc2ccccc21 (stereo not given)
  15%	-2%[9.22 µM]	-6%	?	-9%	13%	0%	?
- Cc1nc(N)[nH]c(=O)c1Oc1cccc(C(F)(F)F)c1
  ·	27%[9.22 µM]	-2%	6%	-2%	-1%[10 µM]	-6%	11%
- CCn1c(C(=O)Nc2c(C)cccc2C)cc2sc(Cl)cc21
  -7%	·	-7%	3%	-3%	·	·	·
- Fc1cccc(CN2CCN(C(=S)NCCc3ccccc3)CC2)c1
  3%	-7%	-10%	-3%	3%	·	4%	?
- O=C(/C=C/c1ccc(Cl)c([N+](=O)[O-])c1)Nc1ccc(N2CCCC2)c(Cl)c1
  -2%	-2%	?	1µM*	6%	·	0%	7%
- O=C(NCc1cccs1)C(=O)c1c[nH]c2ccccc12
  22%	2%	-12%	-1%	1%	-13%	-2%	-11%
- Cc1c(C)c2c(c(C)c1O)CCC(C)(COc1ccc(Cc3sc(=O)[nH]c3O)cc1)O2 (stereo not given)
  ·	·	?	?	?	25%	·	8%
- Cn1c(=O)c2c(nc(NCc3ccco3)n2CCc2ccccc2)n(C)c1=O
  -35%[inhibitor]	13µM*	-2%	0%	12%	-21%	-7%	11%
- CC(=O)N1c2ccccc2NC2=C(C(=O)CCC2)C1c1ccco1 (stereo not given)
  24%	-6%	-12%	?	-17%	·	?	-8%
- COc1ccc2cc(C(c3nnnn3C(C)(C)C)N3CCc4ccccc4C3)c(=O)[nH]c2c1 (stereo not given)
  -16%	27%	-13%	?	-4%	8%[10 µM]	?	?
- Cc1cccc(Cn2c(Sc3nc(C)cs3)nc3c2c(=O)[nH]c(=O)n3C)c1
  -3%	4%	-4%	-7%	-3%	-25%	7%	-9%
- COc1ccc2c(c1)c(=O)oc1cc(OCC(=O)N3CCc4ccccc4C3)ccc12
  -30%	4%	-20%	?	-2%	-16%	?	?
- Cc1nc(C(=O)Nc2cccc(Cl)c2)nn1-c1cc(OC(C)C)c(Cl)cc1Cl
  -24%	?	-13%	-15%	-2%	-3%[10 µM]	-20%	-3%
- Cn1c(=O)n(C)c2cc(S(=O)(=O)Nc3ccccc3O)ccc21
  ?	-4%	-8%	-14%	8%	-5%	0%	?
- COc1ccc(C(=O)N2CCOCC2)cc1S(=O)(=O)N1CCCc2ccccc21
  -53%[inhibitor]	17%	11%	18%	6%	·	13%	1%
- Cc1nc2c(Br)cc(Br)cc2cc1O
  11%	11µM*	-26%	-7%	-5%	-2%	-6%	-5%
- C=CCC(C(=O)c1ccccc1)[N+](C)(C)CC=C (stereo not given)
  0%	·	0%	-6%	5%	·	-5%	5%
- COc1ccccc1CCNC(=O)Cc1c(C)c2c(O)cc(C)cc2oc1=O
  3%	·	-11%	6%	?	·	·	·
- FC(F)(F)c1nnc2sc(-c3ccncc3)nn12
  -3%	19%	-12%	-13%	-1%	-6%[10 µM]	2%	8%
- COc1ccc2cc(C(=O)N/N=C/c3sc4ccccc4c3O)ccc2c1
  -106%[inhibitor]	?	7.9µM*[quencher]	1.3µM*	-6%	-5%[10 µM]	?	0%
- COc1ccc(Br)cc1/C=N/NC(=O)CNC(=O)c1cccnc1
  ·	-10%[9.22 µM]	-6%	·	-1%	18%[10 µM]	?	·
- O=P(O)(O)c1ccccc1OCCCCCOc1ccccc1P(=O)(O)O
  -1%	24%	0%	-6%	12%	2%	-9%	13%

In another format: entries from further up
| canonical_smiles | SMN2 splice up | HTT aggregate | Tau fluor counter | Tau fibril ThT | Tau fibril FP | HTT cytoprotect | KDM4E inh | ALDH1A1 block |
| --- | --- | --- | --- | --- | --- | --- | --- | --- |
| COc1ccc2cc(C(=O)N/N=C/c3sc4ccccc4c3O)ccc2c1 | -106%[inhibitor] | ? | 7.9µM*[quencher] | 1.3µM* | -6% | -5%[10 µM] | ? | 0% |
| COc1ccc(Br)cc1/C=N/NC(=O)CNC(=O)c1cccnc1 | · | -10%[9.22 µM] | -6% | · | -1% | 18%[10 µM] | ? | · |

Other structures.
Every second line gives: SMN2 splice up	HTT aggregate	Tau fluor counter	Tau fibril ThT	Tau fibril FP	HTT cytoprotect	KDM4E inh	ALDH1A1 block
- COc1ccc(/C=c2\s/c(=C(/C#N)C(=O)NCc3ccco3)n(-c3ccccc3)c2=O)cc1
  -33%[inhibitor]	-14%	2%	7%	1%	5%[10 µM]	0%	-14%
- COc1ccc(-c2ccc(SCC(=O)NCC3CCCO3)nn2)cc1OC (stereo not given)
  ·	5%	-5%	-5%	1%	-82%[inhibitor]	5%	-1%
- Nc1ccccc1C(=O)NNc1c2ccccc2nc2ccccc12
  ·	4%[9.22 µM]	13µM*[quencher]	5.6µM*	3%	-6%[10 µM]	-29%	·
- O=C(Nc1nc(-c2cc(Cl)sc2Cl)cs1)c1cccs1
  -16%	?	?	10%	?	5%[1.9 µM]	203%	2%
- Cc1cccc2cc(COC(=O)c3ccccn3)c(=O)[nH]c12
  ?	-3%	-15%	-9%	-15%	23%[0.074 µM]	?	-13%
- COc1ccc(S(=O)(=O)N(CCc2ccccc2)CC(=O)Nc2cc(C)ccc2C)cc1
  -11%	·	-26%	-10%	-1%	·	·	·
- Cc1ccc(NC(=O)C(C)[n+]2ccccc2)cc1[N+](=O)[O-] (stereo not given)
  28µM*	3%	0%	4%	2%	-2%[10 µM]	-3%	-2%
- CCCn1c(SCC(=O)N2CCN(S(=O)(=O)c3ccc(Cl)cc3)CC2)n[nH]c1=O
  -7%	1%	-10%	-13%	-3%	18%[10 µM]	3%	-4%
- C=CCn1c(CSCc2ccccc2)nnc1SCC(=O)NCc1ccccc1
  16%	-12%	2%	-5%	9%	-47%[inhibitor]	-3%	?
- COC(=O)C(CCSC)NC(=O)CNS(=O)(=O)c1ccc(F)cc1 (stereo not given)
  -1%	2%	1%	-4%	6%	-12%	8%	2%
- Cc1cc(/C=N/n2c(COc3ccccc3)nc3ccccc3c2=O)c(O)c([N+](=O)[O-])c1
  -99%[inhibitor]	10µM*	?	11µM*	14%	41%[10 µM]	?	0%
- COc1ccc(-c2cccc(-c3cc(=O)oc4ccc(C(C)(C)C)cc34)c2)cc1
  ·	·	-17%[81.3 µM]	-15%[81.4 µM]	-11%[81.3 µM]	·	·	-7%
- O=C(COc1cccc(-n2cnnn2)c1)NCCC1=CCCCC1
  0%	5%	2%	-5%	2%	4%	-7%	-7%
- CCN(CC)CC(=O)Nc1ccccc1SCC(=O)Nc1ccsc1C(=O)OC
  -18%	18%	0%	-13%	13%	-18%	3%	-9%
- CCCCOc1ccc(C2C(=O)N(C3CCCCC3)CC(=O)N2CC2CCCO2)cc1 (stereo not given)
  -3%	-3%	-6%	-10%	4%	9%	6%	1%
- CCC(=O)N=c1sc2c(C)cc(C)cc2n1CC(=O)OC
  -9%	-5%	-4%	8%	1%	0%	-12%	?
- COc1cc2nc(CCc3ccccc3)oc(=O)c2cc1OC
  8%	10%	-5%	-8%	0%	5%[10 µM]	?	2%
- CCn1c(SCC(=O)N2CCOCC2)nc2c(c1=O)SC(C)C2 (stereo not given)
  -7%	1%	3%	0%	2%	-16%[10 µM]	-2%	2%
- COC(=O)c1ccccc1NC(=O)CN1CCN(C(=O)c2ccco2)CC1
  7%	1%	6%	-8%	10%	-22%[10 µM]	-2%	?
- CN1CCN(C(=O)c2ccc3ccccc3c2)CC1
  -9%	9%	2%	4%	1%	-15%	5%	-3%
- Cc1ccc(Cn2c(=O)sc3ccccc3c2=O)cc1
  -37%[inhibitor]	7%	-18%	-4%	-7%	25%[10 µM]	-2%	-5%
- N[C@H](C(=O)N[C@@H]1C(=O)N2C(C(=O)O)=C(Cl)CS[C@@H]12)c1ccccc1
  8%&8%[20.6 µM]	·	·	·	·	?	14µM*!	11µM*!
- COc1ccc(N(C(=O)CNC(=O)c2cccs2)C(C(=O)NCC2CCCO2)c2ccccc2)cc1OC (stereo not given)
  ·	5%[9.22 µM]	-8%	-9%	-8%[2.34 µM]	-28%[10 µM]	5%	1%
- Cc1cc(-c2n[nH]c(=S)n2/N=C/c2sccc2C)n[nH]1
  -9%	-10%	-8%	-15%	3%	-3%[10 µM]	-8%	-4%
- Nc1cc(S(=O)(=O)N2CCCCC2)ccc1Oc1ccccc1
  ·	?	-21%	-9%	0%	-39%[inhibitor]	-10%	12%
- Cc1ccc(SC(C)C(=O)N2CCC(C(N)=O)CC2)cc1 (stereo not given)
  -4%	8%[9.22 µM]	3%	7%	-6%	16%[10 µM]	3%	5%

The list is partial; the hit share may differ from the screen's.
